GLP-1R agonist: qHTS of GLP-1 Receptor Agonists. Glucagon-like peptide 1 receptor (Homo sapiens), P43220. Potency, µM (titrated, usually from 45.6 µM), inactives show at the highest dose activation, most hits filed as activators. AID 624172, 2012. HEK293 GLP-1R CRE-luciferase, luminescence, 4-6 h; cells express a hypersensitive GLP-1R form. 380,000 tested, 0.007% active; also: potency is read from the fitted curve at half-maximal effect; % of control where 0% means no effect
Target sequence (P43220 whole entry, looked up): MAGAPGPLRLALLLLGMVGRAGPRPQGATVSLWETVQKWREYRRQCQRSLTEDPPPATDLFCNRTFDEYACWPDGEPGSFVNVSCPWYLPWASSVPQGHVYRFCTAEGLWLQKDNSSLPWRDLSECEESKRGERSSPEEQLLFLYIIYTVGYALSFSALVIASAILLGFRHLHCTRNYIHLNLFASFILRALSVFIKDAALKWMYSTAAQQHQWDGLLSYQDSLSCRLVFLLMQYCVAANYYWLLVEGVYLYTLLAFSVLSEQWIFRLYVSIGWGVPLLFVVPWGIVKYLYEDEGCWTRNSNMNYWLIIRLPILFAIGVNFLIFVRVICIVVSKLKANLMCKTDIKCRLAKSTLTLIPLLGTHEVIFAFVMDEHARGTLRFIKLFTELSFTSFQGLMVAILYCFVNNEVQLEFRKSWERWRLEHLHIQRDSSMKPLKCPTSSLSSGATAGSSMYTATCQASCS
HT1080NT lethal: qHTS for induction of synthetic lethality in tumor cells producing 2HG: qHTS for the HT-1080-NT fibrosarcoma cell line; HT-1080-NT fibrosarcoma viability, CellTiter-Glo ATP luminescence, 48 h; Potency, µM (series often up to 46.1 µM), for inactives: top-dose activity, negative = less viability, hits mostly cytotoxic; 360,000 tested, 1.6% active; AID 686970, 2013;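 also: NT is the 2HG producing partner of a matched IDH1 knockdown line; potency is read from the fitted curve at half-maximal effect; 0% = DMSO-treated cells and -100% = media-only wells without cells; nearly all actives have a fitted effect of over 55% in size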
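HT-1080-NT fibrosarcoma cells (2HG-overproducing), 750 cells/well in RPMI with 5% FBS, dosed after 2 h and incubated 48 h at 37C. CellTiter-Glo luminescence normalized to DMSO and no-cell wells; concentration-response curves fitted and classed.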
DRD3 antagonist: qHTS of D3 Dopamine Receptor Antagonist: qHTS. D(3) dopamine receptor (Homo sapiens), P35462. D3R cells, DiscoveRx beta-arrestin luminescence, antagonist mode; active compounds read low. max response, negative = inhibition, %. 360,000 tested, 2.5% active; in the data active = max response below about -50%; inconclusive = no clear call, values can overlap the other calls; also: % is scaled to controls: 0 for no effect and ±100 for the full control effect; mostly tested at two doses, the higher about 12 µM
Target sequence (P35462 whole entry, looked up): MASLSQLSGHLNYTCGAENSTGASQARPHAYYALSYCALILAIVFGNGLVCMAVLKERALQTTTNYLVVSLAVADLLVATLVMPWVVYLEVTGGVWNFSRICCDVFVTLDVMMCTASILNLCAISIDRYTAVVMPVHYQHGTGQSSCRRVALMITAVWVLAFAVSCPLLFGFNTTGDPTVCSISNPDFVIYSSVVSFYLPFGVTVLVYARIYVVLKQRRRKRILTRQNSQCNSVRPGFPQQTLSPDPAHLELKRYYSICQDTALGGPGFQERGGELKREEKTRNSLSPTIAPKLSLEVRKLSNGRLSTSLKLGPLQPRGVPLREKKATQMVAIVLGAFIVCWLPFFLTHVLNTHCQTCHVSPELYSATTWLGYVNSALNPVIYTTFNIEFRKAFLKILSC
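Cells expressing the human receptor were seeded at 1500 cells/well, incubated overnight at 37 degrees C in 5% CO2, then exposed to library compounds with dopamine controls for 90 minutes at 37 degrees C before luminescent detection.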
HT1080 IDH1KD tx: qHTS for induction of synthetic lethality in tumor cells producing 2HG: qHTS for the HT-1080-IDH1KD cell line; HT-1080 IDH1 knockdown viability, ATP luminescence, 48 h; Potency, µM (titrated, usually from 46.1 µM), for inactives: at the highest dose activity, negative = toxicity, actives largely listed as cytotoxic; 360,000 tested, 2% active;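 also: potency is read from the fitted curve at half-maximal effect; 0% = DMSO wells and -100% = cell-free medium wells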
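Using the IDH1-knockdown HT-1080 line run in the same batch and compound series as the NT line, viability after 48 h at 37 °C was determined by CellTiter-Glo luminescence and expressed as % activity.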
KB-3-1 cytotox: qHTS assay for MDR1-selective chemotherapeutics: Primary screen using the parental adenocarcinoma cell KB-3-1 | KB-3-1 viability, CellTiter-Glo ATP luminescence, 72 h | Potency, µM (doses to about 46.1 µM), for the others: at the highest dose activity change, negative = cytotoxic, hits mostly cytotoxic | 400,000 tested, 1.4% active | AID 1347075, 2019; also: potency is read from the fitted curve at half-maximal effect; % is scaled to controls: 0 for no effect and ±100 for the full control effect; nearly all actives have a fitted effect of over 60% in size
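Cytotoxicity in the drug-sensitive parental line KB-3-1 was scored as loss of CellTiter-Glo luminescence following 72 h incubation with compound. Values come from curve fitting of normalized concentration-response data.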
DRD3 agonist: qHTS of D3 Dopamine Receptor Agonist: qHTS. 410,000 tested, 0.58% active. D(3) dopamine receptor (Homo sapiens), P35462. D3R DiscoveRx beta-arrestin cells, luminescence, 90 min. max activation, %; in the data active = max activation above about 30%; also: 0% is about no effect; mostly tested at two doses, the higher about 12 µM
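Cells at 1500/well, incubated overnight, then treated with pinned compounds (dopamine as control) for 90 min at 37 degrees C. DiscoveRx reagent added for 30 - 60 minutes at room temperature; luminescence read.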
IL-1B inflam inh: qHTS for Inhibitors of Inflammasome Signaling: IL-1-beta AlphaLISA Primary Screen. THP-1 LPS/ATP IL-1B secretion, AlphaLISA, 16 h; active compounds read low. activity change, % at 57.5 µM. 360,000 tested, 4.7% active. AID 743279, 2014; in the data active = activity change below about -50%; inconclusive = mostly about -30% to -49%; also: % is scaled to controls: 0 for no effect and ±100 for the full control effect
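Secreted IL-1B measured by AlphaLISA bead assay after 16 h compound exposure of THP-1 cells; compounds (final up to 57.5 uM) added 1 h before LPS (250 ng/mL) and ATP (1.25 mM) stimulation; lower signal means less secretion.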
KB-V1 cytotox: qHTS assay for MDR1-selective chemotherapeutics: Primary screen using the drug-selected MDR subline cells KB-V1; KB-V1 MDR cells viability, CellTiter-Glo, 72 h; Potency, µM (titrated, usually from 46.1 µM), without a hit: top-dose activity change, negative = cytotoxicity, most hits filed as cytotoxic; 400,000 tested, 3.4% active; AID 1347076, 2019; also: potency is read from the fitted curve at half-maximal effect; % is scaled to controls: 0 for no effect and ±100 for the full control effect; nearly all actives have a fitted effect of over 60% in size
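Following 72 h at 37 degrees C with compound, KB-V1 cell viability was read by CellTiter-Glo luminescence, medium being phenol-red-free DMEM plus 10% FBS; concentration-response parameters came from normalized, curve-fitted qHTS data.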
SW480 rerep: A quantitative high throughput screen for small molecules that induce DNA re-replication in SW480 colon adenocarcinoma cells. SW480 DNA re-replication, Hoechst DNA content imaging, 48 h. Potency, µM (doses to about 46.1 µM), for the others: at the highest dose re-replication activation, hits mostly activators. 340,000 tested, 1.8% active. AID 624297, 2012; also: potency is read from the fitted curve at half-maximal effect; % of control where 0% means no effect; nearly all actives have a fitted effect of over 55% in size
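Hoechst fluorescence of nuclei (405 nm excitation, 500-530 nm emission) measured by plate-scanning imager after 48 hr compound exposure at 37 C; re-replication scored as increased number of nuclei with elevated intensity.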
* marks the source's active call; other numbers are inactive results. Unless noted, calls follow the shape of the dose curve; as a rule, active = well fitted curve in the direction sought with a large enough effect; inconclusive = small, poorly fitted or top-dose-only effect, or another doubt; inactive = no such curve, though single readings can be large; an effect the other way counts as inactive or inconclusive.

Screening CN(C)S(=O)(=O)Oc1ccsc1C(=O)Nc1cccc(Cl)c1Cl returned GLP-1R agonist 3%, HT1080NT lethal -19%, DRD3 antagonist 31, HT1080 IDH1KD tx -21%, KB-3-1 cytotox inconclusive, DRD3 agonist 3, IL-1B inflam inh -26, KB-V1 cytotox 21µM* and SW480 rerep -2%.
For COc1ccc(Nc2nnc(C)c(=O)[nH]2)cc1 the results were GLP-1R agonist -8%, HT1080NT lethal 0%, DRD3 antagonist 4, HT1080 IDH1KD tx 4%, KB-3-1 cytotox 1%, DRD3 agonist -5, IL-1B inflam inh 49, KB-V1 cytotox 15% and SW480 rerep -4%.
Screening O=C(COC(=O)CNC(=O)c1ccc([N+](=O)[O-])o1)Nc1ncc(C(F)(F)F)cc1Cl returned GLP-1R agonist 7%, HT1080NT lethal -21%, DRD3 antagonist 2, HT1080 IDH1KD tx -25%, KB-3-1 cytotox -20%, DRD3 agonist -3, IL-1B inflam inh -17, KB-V1 cytotox inconclusive and SW480 rerep 8%.
CN(C)c1ccc(NC(=O)CCN2C(=O)c3cccc([N+](=O)[O-])c3C2=O)cc1 was read as GLP-1R agonist -1%, HT1080NT lethal 2%, DRD3 antagonist 2, HT1080 IDH1KD tx 4%, KB-3-1 cytotox 1%, DRD3 agonist -2, IL-1B inflam inh 28, KB-V1 cytotox 0% and SW480 rerep -1%.
Screening COc1cc(C(=O)O)ccc1OC(C)=O returned GLP-1R agonist 1%, HT1080NT lethal 1%, DRD3 antagonist -7, HT1080 IDH1KD tx 8%, KB-3-1 cytotox 19%, DRD3 agonist 1, IL-1B inflam inh -4, KB-V1 cytotox 4% and SW480 rerep -2%.
`COc1ccc(-c2[nH]c(-c3ccc(Cl)cc3)nc2SCC(=O)Nc2nccs2)cc1` gave GLP-1R agonist -2%, HT1080NT lethal inconclusive, DRD3 antagonist inconclusive, HT1080 IDH1KD tx inconclusive, KB-3-1 cytotox inconclusive, DRD3 agonist -9, IL-1B inflam inh -16, KB-V1 cytotox inconclusive and SW480 rerep 0%.
`CC(C)N=C(NS(=O)(=O)c1ccc(Br)cc1)c1ccc(Cl)cc1` gave GLP-1R agonist 0%, HT1080NT lethal 24%, DRD3 antagonist 1, HT1080 IDH1KD tx 13%, KB-3-1 cytotox -4%, DRD3 agonist 5, IL-1B inflam inh -10, KB-V1 cytotox 3% and SW480 rerep -22%.
Screening CCOc1ccc(N(CC(=O)NC2CCCC2)S(=O)(=O)c2c(C)noc2C)cc1 returned GLP-1R agonist 2%, HT1080NT lethal 0%, DRD3 antagonist inconclusive, HT1080 IDH1KD tx 6%, KB-3-1 cytotox -11%, DRD3 agonist -1, IL-1B inflam inh -2, KB-V1 cytotox -8% and SW480 rerep 4%.
For C=CCN1C(=O)/C(=N/n2cnnc2)c2ccccc21 the results were GLP-1R agonist -1%, HT1080NT lethal 1%, DRD3 antagonist -24, HT1080 IDH1KD tx 5%, KB-3-1 cytotox inconclusive, DRD3 agonist 3, IL-1B inflam inh 58, KB-V1 cytotox 0% and SW480 rerep inconclusive.
For C/C(=N/NC(=O)c1ccc(Br)o1)c1cccs1 the results were GLP-1R agonist 10%, HT1080NT lethal 15%, DRD3 antagonist 0, HT1080 IDH1KD tx 12%, KB-3-1 cytotox -6%, DRD3 agonist 3, IL-1B inflam inh -2, KB-V1 cytotox -5% and SW480 rerep -16%.
`Clc1ccc(-c2noc3ncnc(NCCc4ccccc4)c23)cc1` gave GLP-1R agonist 11%, KB-3-1 cytotox 1%, DRD3 agonist 2 and KB-V1 cytotox 17%.
CC(=O)Oc1cc2c(C(=O)NCCN3CCOCC3)c(C)oc2c2ccccc12 was read as GLP-1R agonist -2%, HT1080NT lethal -19%, DRD3 antagonist -5, HT1080 IDH1KD tx -20%, KB-3-1 cytotox -11%, DRD3 agonist 6, IL-1B inflam inh -16, KB-V1 cytotox inconclusive and SW480 rerep -4%.
Screening CCOC(=O)Cn1c(=O)n(CC2CCCO2)c2nc(-c3ccccc3Cl)nc(C(N)=O)c21 (centres undefined) returned GLP-1R agonist 18%, KB-3-1 cytotox 25%, DRD3 agonist 15 and KB-V1 cytotox inconclusive.
O=C(COC(=O)c1ccc2c(c1)OCO2)Nc1ccccc1F was read as GLP-1R agonist -2%, HT1080NT lethal 12%, DRD3 antagonist 12, HT1080 IDH1KD tx 10%, KB-3-1 cytotox 5%, DRD3 agonist 3, IL-1B inflam inh 1, KB-V1 cytotox -6% and SW480 rerep 0%.
CC12CCC(C(=O)Nc3nc4ccc(Br)cc4s3)(OC1=O)C2(C)C (centres undefined) was read as GLP-1R agonist 7%, HT1080NT lethal -4%, DRD3 antagonist 6, HT1080 IDH1KD tx -3%, KB-3-1 cytotox inconclusive, DRD3 agonist -1, IL-1B inflam inh 39, KB-V1 cytotox inconclusive and SW480 rerep -12%.
Screening O=C(Nc1nccs1)C1CCN(S(=O)(=O)c2cccs2)CC1 returned GLP-1R agonist 4%, HT1080NT lethal 0%, DRD3 antagonist 5, HT1080 IDH1KD tx -2%, KB-3-1 cytotox -6%, DRD3 agonist 2, IL-1B inflam inh 8, KB-V1 cytotox -24% and SW480 rerep -1%.
Cc1ccccc1NC(=O)Cn1cccc1 was read as GLP-1R agonist 3%, HT1080NT lethal -4%, DRD3 antagonist 8, HT1080 IDH1KD tx 10%, KB-3-1 cytotox -18%, DRD3 agonist 9, IL-1B inflam inh 3, KB-V1 cytotox 10% and SW480 rerep -2%.
O=C(OCc1ccccc1)N1CCc2ccccc21 was read as GLP-1R agonist 2%, HT1080NT lethal -1%, DRD3 antagonist 13, HT1080 IDH1KD tx 0%, KB-3-1 cytotox 8%, DRD3 agonist 5, IL-1B inflam inh 23, KB-V1 cytotox -10% and SW480 rerep -2%.
For Cc1c(NC(=O)/C=C/C(=O)O)cccc1[N+](=O)[O-] the results were GLP-1R agonist -12%, HT1080NT lethal -1%, DRD3 antagonist 2, HT1080 IDH1KD tx 5%, KB-3-1 cytotox inconclusive, DRD3 agonist -1, IL-1B inflam inh 0, KB-V1 cytotox -7% and SW480 rerep -2%.
`Cn1nc(C(C)(C)C)c(NC(=O)c2ccc(F)cc2)c1C(C)(C)C` gave GLP-1R agonist 0%, HT1080NT lethal 2%, DRD3 antagonist -3, HT1080 IDH1KD tx 1%, KB-3-1 cytotox 10%, DRD3 agonist -2, IL-1B inflam inh 2, KB-V1 cytotox inconclusive and SW480 rerep 1%.
`CC(=O)Nc1ccc(S(=O)(=O)NCCC(=O)OCC(=O)c2cc(C)ccc2C)cc1` gave GLP-1R agonist -1%, HT1080NT lethal 4%, DRD3 antagonist 3, HT1080 IDH1KD tx 3%, KB-3-1 cytotox 9%, DRD3 agonist 12, IL-1B inflam inh -15, KB-V1 cytotox inconclusive and SW480 rerep -4%.
For O=C(O)/C=C/C(=O)Nc1ccc(-c2ccccc2)cc1 the results were GLP-1R agonist -4%, HT1080NT lethal 7%, DRD3 antagonist 2, HT1080 IDH1KD tx 0%, KB-3-1 cytotox 6%, DRD3 agonist 7, IL-1B inflam inh -19, KB-V1 cytotox inconclusive and SW480 rerep -10%.
COc1cccc(/C=N/NC(=O)c2ccc(-c3ccccc3)cc2)c1O was read as GLP-1R agonist -10%, HT1080NT lethal inconclusive, DRD3 antagonist 108, HT1080 IDH1KD tx inconclusive, KB-3-1 cytotox 5.8µM*, DRD3 agonist 3, IL-1B inflam inh 97, KB-V1 cytotox inconclusive and SW480 rerep inconclusive.
`COC(=O)c1cccc2c1-c1ccccc1/C2=N\NC(N)=O` gave GLP-1R agonist -4%, HT1080NT lethal -3%, DRD3 antagonist 5, HT1080 IDH1KD tx -11%, KB-3-1 cytotox -31%, DRD3 agonist -15, IL-1B inflam inh inconclusive, KB-V1 cytotox 0% and SW480 rerep -10%.
C/C(=N\NC(=O)c1csc2ccccc12)c1ccc(O)cc1 was read as GLP-1R agonist 16%, HT1080NT lethal -1%, DRD3 antagonist -3, HT1080 IDH1KD tx 1%, KB-3-1 cytotox 15%, DRD3 agonist -7, IL-1B inflam inh -8, KB-V1 cytotox 16% and SW480 rerep -6%.
`CC(C)CCn1c(N2CCc3ccccc3C2)nc2c1c(=O)[nH]c(=O)n2C` gave GLP-1R agonist 12%, HT1080NT lethal 3%, DRD3 antagonist 8, HT1080 IDH1KD tx 7%, KB-3-1 cytotox 24%, DRD3 agonist 4, IL-1B inflam inh 6, KB-V1 cytotox inconclusive and SW480 rerep -31%.
Screening CCCCN1C(=O)C(O)=C(C(C)=O)C1c1ccccc1 (centres undefined) returned GLP-1R agonist -3%, HT1080NT lethal -1%, DRD3 antagonist 8, HT1080 IDH1KD tx 11%, KB-3-1 cytotox 2%, DRD3 agonist -6, IL-1B inflam inh 3, KB-V1 cytotox 13% and SW480 rerep -3%.
Nc1nnc(SCCOc2ccc(Br)cc2)s1 was read as GLP-1R agonist 2%, HT1080NT lethal -17%, DRD3 antagonist 12, HT1080 IDH1KD tx -14%, KB-3-1 cytotox inconclusive, DRD3 agonist 0, IL-1B inflam inh 0, KB-V1 cytotox -18% and SW480 rerep 0%.

Compound activity from PubChem BioAssay.

Rows were taken by chance (roughly 12% active in at least one column).
